Compound activity as filed in PubChem BioAssay.
Mito fusion act: qHTS Assay for Small Molecule Inhibitors of Mitochondrial Division or Activators of Mitochondrial Fusion; S. cerevisiae fusion-defective mutant growth rescue, CellTiterGlo 48 h; Potency, µM (titrated, usually from 46.1 µM), inactives show top-dose growth rescue (activation), actives largely listed as activators; 320,000 tested, 0.23% active;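 further: potency means the concentration at half of the fitted maximal effect; % of control where 0% means no effect; nearly all actives have a fitted effect of over 45% in size; temperature-sensitive fusion mutants such as fzo1-1 at 37 °C on non-fermentable ethanol glycerol medium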
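Yeast fusion mutant, YPEG (non-fermentable carbon), compound, 48 h at 37C non-permissive; CellTiterGlo added, 10 min RT, luminescence read. Rescued growth = division inhibition.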
NPC1 promoter act: qHTS Assay for NPC1 Promoter Activators; Huh7 NPC1 promoter luciferase reporter, 24 h; Potency, µM (series often up to 9.22 µM), for inactives: top-dose activation, actives largely listed as activators; 320,000 tested, 2.4% active; AID 485313, 2010;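 further: potency means the concentration at half of the fitted maximal effect; % of control where 0% means no effect; nearly all actives have a fitted effect of over 60% in size; reporter is driven by a mutant NPC1 promoter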
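Quantitative HTS used a cell-based reporter: Huh7 cells stably bearing the NPC1 promoter upstream of luciferase were treated with compounds for 24 h, and promoter activation was read as luminescence.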
RORgamma inh: qHTS for inhibitors of ROR gamma transcriptional activity; AID 2551, 2010; Drosophila S2 Gal4-RORgamma UAS-luciferase reporter, 20 h; Potency, µM (titrated, usually from 53.6 µM), for the others: at the top dose activity change, negative = inhibition, most hits filed as inhibitors; 310,000 tested, 5.4% active; further: potency means the concentration at half of the fitted maximal effect; on the % scale 0 is the no-effect control and ±100 the full control effect; nearly all actives have a fitted effect of over 60% in size
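Luciferase reporter read in Schneider cells carrying Gal4-RORγ (mouse) and UAS-Photinus luciferase; cells given compound 1 h before 700 uM copper sulfate induction, then incubated 20 h at ambient temperature.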
MBNL1-CUG inh: qHTS Assay for Inhibitors of MBNL1-poly(CUG) RNA binding; AID 2675, 2010; TR-FRET MBNL1-His/biotin-(CUG)12 binding, 665/545 ratio; Potency, µM (highest dose often 57.5 µM), inactives show at the highest dose activity change, negative = inhibition, hits mostly inhibitors; 280,000 tested, 0.036% active; Muscleblind-like protein 1 (Homo sapiens), Q9NR56; active means well fitted inhibition curve with a large enough effect in the signal ratio, with a control signal flat, not every such curve was filed as active; inconclusive means small, poorly fitted or top-dose-only effect, or effect the other way, or a change in a side signal; inactive means no such curve, though single readings can be large or run the other way; the % refers to the signal ratio; further: potency means the concentration at half of the fitted maximal effect; on the % scale 0 is the no-effect control and ±100 the full control effect
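Inhibition of protein-RNA binding appears as loss of TR-FRET between terbium anti-His antibody on MBNL1-His and streptavidin-XL665 on biotin-(CUG)12. Activity is normalized to buffer-only and uninhibited-complex controls.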
Menin MLL FP TR: qHTS Assay for Inhibitors Targeting the Menin-MLL Interaction in MLL Related Leukemias: Competition With Texas Red Labeled MLL-derived Mutant Peptide. 270,000 tested, 0.23% active. Menin + Texas Red MLL mutant peptide, fluorescence polarization. Potency, µM (series often up to 61.6 µM), for the others: top-dose FP activity change, negative = inhibition, most hits filed as inhibitors. AID 1768, 2009; active means well fitted inhibition curve with a large enough effect in the polarisation, with a control signal flat, not every such curve was filed as active; inconclusive means small, poorly fitted or top-dose-only effect, or effect the other way, or a change in a side signal; inactive means no such curve, though single readings can be large or run the other way; the % refers to the polarisation; further: potency means the concentration at half of the fitted maximal effect; % of control where 0% means no effect; many of its hits are not listed in these tables
Rab9 promoter act: qHTS Assay for Rab9 Promoter Activators; Potency, µM (highest dose often 9.22 µM), for inactives: at the top dose activation, negative = inhibition, most hits filed as activators; 320,000 tested, 2.8% active; Huh7 Rab9 promoter-luciferase reporter, luminescence, 24 h; further: potency means the concentration at half of the fitted maximal effect; % of control where 0% means no effect; nearly all actives have a fitted effect of over 60% in size
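Stable Rab9-luc Huh7, 1500 cells/well, 2 h settle; cmpd in DMSO, 24 h, 37 °C/5% CO2; luciferase reagent 10 min RT; luminescence.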
KCNH2 3.1 block: qHTS for Inhibitors of KCHN2 3.1: Mutant qHTS | Potassium voltage-gated channel subfamily H member 2, brain isoform KCNH2 3.1 (human) | U2OS KCNH2 3.1, thallium flux FluxOr; hits give low values | activity change, % (tested at about 1.8 µM) | 340,000 tested, 0.95% active | AID 720553, 2013;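 active means maximum activity change below -70%; inconclusive means maximum activity change from -70% to -50%; inactive means maximum activity change above -50%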;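 further: thallium influx rate constant from kinetic fluorescence after stimulation buffer; on the % scale 0 is the no-effect control and ±100 the full control effect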
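Normalized rate constant (relative to positive and negative DMSO controls) derived from a 2 min kinetic fluorescence read after stimulation; U2OS cells expressing the 3.1 isoform via virus at 1.77 x 10^8 /mL.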
PKM2 activator: qHTS Assay for Activators of Human Muscle isoform 2 Pyruvate Kinase; AID 1631, 2009; 260,000 tested, 0.34% active; Potency, µM (titrated, usually from 57.5 µM), for inactives: top-dose activation, actives largely listed as activators; Pyruvate kinase PKM (Homo sapiens), P14618; purified PKM2, Kinase-Glo ATP luminescence, activation; response scale: 0% is enzyme alone, no compound; further: potency means the concentration at half of the fitted maximal effect; on the % scale 0 is the no-effect control and ±100 the full control effect; nearly all actives have a fitted effect of over 55% in size
Target sequence (P14618 whole entry, looked up, canonical isoform): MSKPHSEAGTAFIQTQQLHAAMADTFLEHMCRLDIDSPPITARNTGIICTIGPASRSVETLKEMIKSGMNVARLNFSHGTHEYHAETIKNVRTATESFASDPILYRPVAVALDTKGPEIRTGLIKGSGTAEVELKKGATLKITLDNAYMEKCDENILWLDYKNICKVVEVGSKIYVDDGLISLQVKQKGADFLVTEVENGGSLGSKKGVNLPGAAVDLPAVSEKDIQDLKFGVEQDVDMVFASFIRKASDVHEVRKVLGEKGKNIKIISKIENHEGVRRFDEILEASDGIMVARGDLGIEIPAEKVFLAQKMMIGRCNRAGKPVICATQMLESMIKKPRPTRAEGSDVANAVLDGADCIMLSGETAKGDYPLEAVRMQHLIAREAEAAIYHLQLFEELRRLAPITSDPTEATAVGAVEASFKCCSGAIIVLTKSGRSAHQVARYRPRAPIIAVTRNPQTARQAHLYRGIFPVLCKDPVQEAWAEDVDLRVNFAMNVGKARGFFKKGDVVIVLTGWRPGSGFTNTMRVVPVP
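hPK-M2, >95% pure; 0.1 mM ADP / 0.5 mM PEP final; imidazole pH7.2 buffer w/ 7 mM MgCl2, 50 mM KCl; 1 h RT; Kinase-Glo lum. Intermediate enzyme activity for dual inhibitor/activator qHTS.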
FLuc counter: qHTS profiling assay for firefly luciferase inhibitor/activator using purifed enzyme and Km concentrations of substrates (counterscreen for miR-21 project). Luciferin 4-monooxygenase (Photinus pyralis), P08659. purified FLuc, Km substrates, luminescence inhibition. Potency, µM (top dose mostly 57.5 µM), for the others: at the top dose activity change, negative = inhibition, most hits filed as inhibitors. 360,000 tested, 6.9% active. AID 588342, 2011;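 further: potency means the concentration at half of the fitted maximal effect; plate controls were vehicle for no effect and reference inhibitor for full effect; nearly all actives have a fitted effect of over 55% in size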
Target sequence (P08659 whole entry, looked up): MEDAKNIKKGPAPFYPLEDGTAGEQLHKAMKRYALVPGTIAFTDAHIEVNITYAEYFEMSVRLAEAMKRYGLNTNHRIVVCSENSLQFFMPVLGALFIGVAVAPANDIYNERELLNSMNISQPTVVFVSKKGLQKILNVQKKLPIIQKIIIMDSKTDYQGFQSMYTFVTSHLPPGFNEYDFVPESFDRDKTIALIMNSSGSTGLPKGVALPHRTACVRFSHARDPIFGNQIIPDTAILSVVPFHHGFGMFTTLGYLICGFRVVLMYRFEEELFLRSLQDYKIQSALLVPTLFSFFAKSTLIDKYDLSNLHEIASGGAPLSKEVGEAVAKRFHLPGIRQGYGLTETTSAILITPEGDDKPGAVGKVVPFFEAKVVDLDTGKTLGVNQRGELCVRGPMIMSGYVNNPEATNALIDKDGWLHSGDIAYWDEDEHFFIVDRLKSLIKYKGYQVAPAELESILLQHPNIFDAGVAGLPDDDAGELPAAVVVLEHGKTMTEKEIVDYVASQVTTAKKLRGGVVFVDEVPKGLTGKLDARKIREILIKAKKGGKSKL
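Biochemical qHTS of compounds, final roughly 60 µM downward over six points, against 10 nM purified firefly luciferase using Km concentrations of substrates (10 uM D-luciferin, 10 uM ATP) in Tris acetate pH 7.5 buffer; luminescence output.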
ELG1 DNA repair: qHTS screen for small molecules that inhibit ELG1-dependent DNA repair in human embryonic kidney (HEK293T) cells expressing luciferase-tagged ELG1 | Potency, µM (top dose mostly 46.1 µM), inactives show top-dose activity change, negative = inhibition, actives largely listed as inhibitors | AID 504467, 2011 | HEK293T ELG1-luciferase reporter, luminescence, 16 h; DNA damage induced by 5-fluorouridine | 330,000 tested, 2.3% active; further: potency means the concentration at half of the fitted maximal effect; on the % scale 0 is the no-effect control and ±100 the full control effect; nearly all actives have a fitted effect of over 55% in size
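Quantitative HTS, concentration-response format. 2,000 cells/well co-treated with 5-fluorouridine and compound, 16 hr in 5% CO2 at 37 °C; ONE-Glo luminescence read after 30 min.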
Gal4-VP16 FLuc: VP16 counterscreen qHTS for inhibitors of ROR gamma transcriptional activity; Drosophila S2 Gal4-VP16 UAS-luciferase, luminescence, 20 h; Potency, µM (series often up to 53.6 µM), for inactives: top-dose activity, negative = inhibition, most hits filed as inhibitors; 310,000 tested, 3.5% active;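 further: Gal4-VP16 expression switched on by copper sulfate through the metallothionein promoter; potency means the concentration at half of the fitted maximal effect; on the % scale 0 is the no-effect control and ±100 the full control effect; nearly all actives have a fitted effect of over 50% in size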
The depositor's hits bear a star; ? = inconclusive; nt = not tested or not shown; [ ] = another dose, or the depositor's remark. Unless noted, the call rests on the fitted dose curve; in most records, active means well fitted curve in the direction sought with a large enough effect; inconclusive means small, poorly fitted or top-dose-only effect, or another doubt; inactive means no such curve, though single readings can be large; an effect the other way counts as inactive or inconclusive. This is a subset (hit frequency here may not be typical).

Sequence of screens: NPC1 promoter act	FLuc counter	RORgamma inh	Gal4-VP16 FLuc	Menin MLL FP TR	MBNL1-CUG inh	Rab9 promoter act	ELG1 DNA repair	Mito fusion act	PKM2 activator	KCNH2 3.1 block
O=C(c1ccc(C(F)(F)F)cc1)N1CCC(=O)N(C(COCc2ccccc2)Cc2ccccc2)CC1 (centres undefined)
  -1%	1%	-2%	-2%	-9%	11%	-5%	?	8%	9%	19
COc1ccc(C(=O)N/N=C\c2coc3ccc(Cl)cc3c2=O)cc1
  -2%	-2%	29%	2%	13%	3%	8%	?	-3%	5%	-2
COc1cccc([C@@H]2CC=C(C(=O)O)[C@H](c3cccc(Cl)c3)N2S(=O)(=O)c2ccc(C)cc2)c1
  -1%	2%	nt	nt	nt	nt	-6%	25%	2%	nt	-6
Cc1c(NC(=O)Nc2ccc(C(C)(C)C)cc2)c(=O)n(-c2ccccc2)n1C
  -3%	-2%	-3%	7%	-17%	-8%	-1%	-4%	4%	nt	-34
COc1cc(OC)c(OC)cc1CNC(=O)c1ccc(COc2ccccc2)cc1
  0%	-12%	?	10%	-11%	1%	-5%	10µM*	-3%	-5%	-13
CCc1ccc(NC(=O)CSc2nc3ccccc3c(=O)n2CCCN2CCC(C)CC2)cc1
  -8%	-6%	?	-13%[10 µM]	-17%	-1%	-9%	20%	-3%	14%	-97*
Cc1ccc(CCN2CC(C(=O)NCCCN3CCN(C)CC3)CC2=O)cc1 (centres undefined)
  2%	4%	-2%	-12%	-4%[11.7 µM]	-3%	3%	3%	-2%	2%	-3
COc1ccccc1CNC(=O)COC(=O)c1cccc(S(=O)(=O)N2CCCCC2)c1
  -4%	4%	0%	-12%	nt	-3%	4%	7%	2%	-3%	-25
O=C(NCC1(N2CCCCC2)CCCCC1)c1ccc(S(=O)(=O)N2CCCC2)cc1
  2%	1%	-26%	3%	nt	-6%	-6%	?	3%	0%	10
O=C(c1ccco1)N(CCC(c1ccccc1)c1ccco1)Cc1ccc(F)cc1 (centres undefined)
  1%	4%	?	-10%	-21%	-2%	-4%	?	-1%	7%	2
COc1cccc(C2Oc3ccccc3C3CC(c4cccs4)=NN32)c1 (centres undefined)
  11%	?	?	?	nt	5%	-3%	?	0%	1%	-8
Cc1nc2nc(CSc3nc4ccccc4s3)cc(=O)n2[nH]1
  -2%	?	6%	2%	18%	-2%	-1%	1%	0%	-4%	1
COc1ccc(-c2cc(-c3ccccc3)nc(Cl)n2)cc1OC
  -14%	?	23%	-21%	99%[activator]	11%	0%	18µM*	-6%	1%	13
Cc1cc(C)cc(NS(=O)(=O)c2c(C(=O)N3CCOCC3)c(C)n(C)c2C)c1
  0%	0%	-8%	-5%	8%	-6%	2%	27%	2%	nt	2
O=P(OCC1CC1)(c1ccccc1)c1ccccc1
  -1%	6%	2%	7%	-13%	nt	-1%	11%	-8%	-5%	15
Nc1c(C(=O)NCCc2ccc(Cl)cc2)sc2ccc(S(=O)(=O)N3CCCCC3)cc12
  -4%	6%	29%	1%	-25%	30%	-9%	?	25%	3%	nt
Cc1ccc(SCCC(=O)N(C)CC(=O)Nc2c(C)cccc2C)cc1
  0%	-2%	-14%	-1%	nt	-6%	-2%	2%	-1%	-4%	-4
Cc1ccc(/C=C2/C(=O)ON=C2c2ccccc2)o1
  18%	?	-21%	-6%	nt	12%	-3%	?	-4%	?	-1
CC(=O)c1cccc(NC(=O)COc2nsnc2N2CCOCC2)c1
  1%	-4%	2%	1%	2%	-16%	5%	?	-3%	-3%	-23
Cc1oc(-c2ccc(Cl)cc2)cc1C(=O)O
  ?	11µM*	14µM*	?	nt	-11%	?	?	4%	-7%	-5

The listing continues.
Sequence of screens: NPC1 promoter act	FLuc counter	RORgamma inh	Gal4-VP16 FLuc	Menin MLL FP TR	MBNL1-CUG inh	Rab9 promoter act	ELG1 DNA repair	Mito fusion act	PKM2 activator	KCNH2 3.1 block
CCn1cc(C(=O)NC(=S)Nc2sc3c(c2C(=O)OC)CCCCCC3)cn1
  -8%	2%	?	?	-10%	-23%	-11%	5%	-6%	-6%	9
COCCNC(=O)CN(C)S(=O)(=O)c1ccc(Br)cc1
  -1%	4%	23%	-5%	-6%	-7%	-5%	1%	-4%	6%	9
Cc1ccccc1NC(=O)c1sc(Cl)nc1C
  0%	4%	5%	6%	-9%	-2%	-18%	0%	-6%	6%	1
Cc1c(NC(=O)CSc2ncn[nH]2)c(=O)n(-c2ccccc2)n1C
  -1%	4%	-5%	-2%	-8%	?	-1%	0%	-2%	2%	-3
CCOC(=O)CCc1c(C)c2ccc3c(c2oc1=O)CN(CCCO)CO3
  -3%	-1%	-2%	-5%	?	34%[activator]	0%[1.84 µM]	5%	-6%	nt	-1
N#CC(=Cc1ccc(O)cc1)C(N)=C(C#N)C#N
  -5%	-4%	nt	nt	nt	nt	-4%	8%	-2%	nt	-9
O=C(NCc1ccncc1)C(=O)Nc1nc(C23CC4CC(CC(C4)C2)C3)cs1
  -9%	-19%	-6%[10 µM]	-22%	-9%	nt	-6%	18µM*	13%	-5%	-25
CNC(=O)CSc1nc(-c2ccccc2)c(-c2ccccc2)o1
  -2%	-13%	3%	0%	-10%	8%	-2%	6%	7%	nt	47
CSc1cccc(CN2CCC(CO)(Cc3cccc(C(F)(F)F)c3)CC2)c1
  3%	-5%	-4%	-2%	-18%	-29%	-1%	-19%	-8%	-4%	?
CN1CCN(C(=O)c2cnn3c(C(F)(F)F)cc(-c4ccc5c(c4)OCO5)nc23)CC1
  0%	1%	-23%	-10%	3%	27%	2%	5.8µM*	-3%	0%	-4
Cc1ccc(OCC(=O)OCC(=O)Nc2sccc2C(N)=O)cc1C
  -3%	-7%	?	?	?	-7%	-1%	17%	-5%	4%	9
CN(CCOc1ccccc1)CC(O)COCc1ccccc1F (centres undefined)
  -3%	-1%	-25%	0%	-12%	-4%	-1%	2%	-2%	nt	-13
CCOC(=O)c1ccc(S(=O)(=O)Nc2cc(C(C)(C)C)no2)cc1
  -2%	1%	-11%	-2%	23%	0%	-3%	-1%	3%	22%	17
O=C(Nc1ccccc1)Nc1nnc(Cc2ccc(F)cc2)s1
  5%	-4%	-32%	1%	22%	11%	3%	21%	0%	0%[11.5 µM]	-18
COC(=O)c1cc(-c2ccc(OC)cc2)nc2nc(SC)[nH]c(=O)c12
  -5%	5.4µM*	?	5%	-11%	-4%	-1%	10%	2%	-3%	-3
O=C(CN1C(=O)COCC1=O)N1CCOCC1
  0%	5%	13%	1%	14%	1%	2%	?	-5%	2%	13
CCOC(=O)N1CCC(NC(=O)C2CCCN(S(=O)(=O)c3cccnc3)C2)CC1 (centres undefined)
  1%	-1%	-13%	20%	-5%	-1%	-1%	2%	-4%	1%	27
O=C(N/N=C/c1ccccc1O)C1CC(=O)N(c2ccc(Cl)cc2)C1 (centres undefined)
  -46%[inhibitor]	1%	0.89µM*	1.1µM*	30%[activator]	-4%	-17%	?	3%	0%	-1
CC(=O)Nc1ccc(NC(=O)COc2ccc([N+](=O)[O-])cc2)cc1
  -3%	-1%	12%	-3%	8%	?	0%	9%	27%	-5%	-10
Cc1nc(NC(=S)NC(=O)c2cccs2)sc1C(=O)N(C)C
  3%	?	-42%	15%	2%	2%	21%	?	4%	-2%	-17
